# Assay outcomes: PubChem, Sanford-Burnham Center for Chemical Genomics
# CXCR6 inh – CXCR6 receptor inhibitors, primary screen, cell-based, beta-arrestin, luminescence, CHO-K1 PathHunter, 1536-well; C-X-C chemokine receptor type 6 (Homo sapiens), O00574; inhibition, % at 20 µM; 0.36% of 360,000 active; AID 602244, 2012; in the data active = inhibition above about 34%, passing the limit was not always enough;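 also: antagonist mode with CXCL16 agonist at 10 nM final; 0% = 10 nM CXCL16 with DMSO and 100% = unstimulated wells without agonist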
# CCR6 antag – CCR6 receptor antagonists, primary screen, cell-based, CHO-K1, luminescence, beta-arrestin, uHTS; CHO-K1 CCR6 PathHunter beta-arrestin, CCL20-stimulated; inhibition, % at 20 µM; 0.49% of 340,000 active; AID 493098, 2011;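 active = compounds whose inhibition of the agonist-driven luminescence signal at 20 µM reaches about 50%, limit read from the data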;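 also: cells stimulated with CCL20 at 14 nM final; plate controls were DMSO with CCL20 for no effect and DMSO without agonist for full effect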
# Target sequence (P51684 whole entry, looked up): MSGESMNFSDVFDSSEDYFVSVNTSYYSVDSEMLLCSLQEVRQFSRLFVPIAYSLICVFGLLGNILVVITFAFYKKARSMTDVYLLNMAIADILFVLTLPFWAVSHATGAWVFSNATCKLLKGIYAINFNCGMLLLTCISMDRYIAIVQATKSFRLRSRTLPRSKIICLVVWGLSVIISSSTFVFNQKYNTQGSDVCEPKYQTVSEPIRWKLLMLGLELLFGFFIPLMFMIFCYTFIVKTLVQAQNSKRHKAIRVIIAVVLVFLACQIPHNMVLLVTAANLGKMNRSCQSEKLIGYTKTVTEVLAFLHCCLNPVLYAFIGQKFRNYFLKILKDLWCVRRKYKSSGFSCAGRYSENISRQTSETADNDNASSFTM
# UBC13 inh – UBC13 polyubiquitin chain formation inhibitors, primary screen, biochemical, TR-FRET, uHTS; Ubiquitin-conjugating enzyme E2 N (Homo sapiens), P61088; inhibition, % at 20 µM; 0.47% of 330,000 active; in the data active = inhibition above about 45%, passing the limit was not always enough
# Target sequence (P61088 whole entry, looked up): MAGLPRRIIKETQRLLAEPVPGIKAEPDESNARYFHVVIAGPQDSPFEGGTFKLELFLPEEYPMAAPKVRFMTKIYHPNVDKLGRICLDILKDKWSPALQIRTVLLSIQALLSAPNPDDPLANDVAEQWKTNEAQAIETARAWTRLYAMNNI
# APJ antag – antagonists of human apelin receptor APJ, primary screen, CHO-K1 cells, beta-arrestin complementation, luminescence; AID 2521, 2010; inhibition, % at 20 µM; 0.32% of 330,000 active;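 active = inhibition above about 40% at 20 µM, limit read from the data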;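 also: cells challenged with 10 nM apelin-13 agonist together with compound; plate controls were apelin-13 plus DMSO wells for no effect and DMSO wells lacking apelin-13 for full effect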
# Target sequence (P35414 whole entry, looked up): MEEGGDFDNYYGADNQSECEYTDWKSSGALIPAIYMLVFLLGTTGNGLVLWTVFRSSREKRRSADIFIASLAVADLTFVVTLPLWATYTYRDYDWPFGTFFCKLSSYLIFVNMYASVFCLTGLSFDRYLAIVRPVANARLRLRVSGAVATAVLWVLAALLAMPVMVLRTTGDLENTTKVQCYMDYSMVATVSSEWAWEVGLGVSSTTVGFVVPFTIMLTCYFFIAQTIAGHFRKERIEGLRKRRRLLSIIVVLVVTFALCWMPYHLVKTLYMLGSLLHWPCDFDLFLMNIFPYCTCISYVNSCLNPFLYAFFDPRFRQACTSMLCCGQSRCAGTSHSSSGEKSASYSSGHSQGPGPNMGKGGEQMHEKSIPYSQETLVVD
# ATG4B inh – ATG4B protease inhibitors, primary screen, biochemical, fluorescence, uHTS; Cysteine protease ATG4B (Homo sapiens), Q9Y4P1; ATG4B cleavage of LC3-PLA2, NBD-HPC fluorescence, 1 h; inhibition, % at 8.33 µM; 0.51% of 340,000 active; AID 504462, 2011; in the data active = inhibition above about 40%
# Gli-Sufu antag – Gli-Sufu pathway antagonists, primary screen, luciferase luminescence, Sufu-KO-LIGHT cells, uHTS; Sufu-KO-LIGHT fibroblasts, Gli luciferase reporter luminescence; inhibition, % at 5 µM; 0.74% of 340,000 active;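 active = inhibition above about 55%, limit read from the data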;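 also: 0% = DMSO-treated cells and 100% = wells with medium but no cells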
# APJ ag – agonists of human apelin receptor APJ, primary screen, CHO-K1 cells, PathHunter beta-arrestin, luminescence. activation, % at 20 µM. 0% DMSO wells, 100% apelin. 0.11% of 330,000 active. P35414;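 active = activation more than six SD over the plate average, tested at 20 µM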;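 also: 0% = DMSO alone and 100% = apelin-13 at 10 nM; some results filed as inactive read as strong as hits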
#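 Assay system: engineered CHO-K1 APJ arrestin reporter cells; Amount: 1000 CHO-K1 reporter cells seeded per well; Dosing: one dose, 20 µM compound, 1% DMSO; Times: compound stimulation 90 min at 25 °C, detection 60 min; Measured by: luminescent beta-gal fragment complementation, chemiluminescent substrate; Read-out: APJ–arrestin association signal; Controls: DMSO vs Apelin-13 10 nM.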
# EBI2 block – EBI2 receptor antagonists, beta-arrestin recruitment, primary screen, cell-based, luminescence, 7a,25-OHC stimulation, uHTS. 0.81% of 360,000 active. 7a,25-OHC stimulated. AID 651636, 2012. inhibition, % at 5 µM; in the data active = inhibition above about 38%;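 also: enzyme fragment complementation signal reports receptor beta-arrestin coupling in cells; 0% = agonist plus DMSO wells and 100% = wells without agonist; some results beyond the cut were filed as inactive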
# * hit, by the source's call; . = not tested or not shown.
item	structure	CXCR6 inh	CCR6 antag	UBC13 inh	APJ antag	ATG4B inh	Gli-Sufu antag	APJ ag	EBI2 block
1	OCCC1CN(Cc2ccon2)CCN1Cc1ccccc1 (stereo not drawn)	-11	-2	4	-21	14	.	-5	-2
2	COc1ccc(CCCc2nnc(SCC(=O)Nc3cccc(C)c3)o2)cc1	-5	-21	1	-30	-10	3	-3	-13
3	CC(C)CN(CC(C)C)S(=O)(=O)N1CCC(C(=O)NCc2ccco2)CC1	0	-9	2	-13	-3	-5	-2	6
4	O=C(CNS(=O)(=O)c1ccc(Br)s1)NCCc1ccc(Cl)cc1	4	5	7	3	-7	17	-4	9
5	COc1ccc(CCN/C=C2/CC(=O)NC2=O)cc1OC	3	-5	2	-10	-4	-4	3	-5
6	CN(C)CCNc1oc(-c2cccc(Cl)c2)nc1C#N	-5	13	6	5	-9	3	-2	-8
7	CCCCC[C@H](O)/C=C/[C@@H]1[C@@H](CCCCCCC(=O)O)[C@@H](O)C[C@H]1O	4	8	-3	8	-4	-4	3	-5
8	O=C(CSc1nnc(-c2ccc(F)cc2)c2ccccc12)Nc1cccc(Cl)c1	4	15	-4	2	-1	2	0	41
9	Cc1[nH]n(-c2ccccc2)c(=S)c1C=Nc1ccc([N+](=O)[O-])cc1	-7	4	.	.	-2	-3	.	-26
10	FC(F)(F)c1cc(Oc2ccccc2Cl)nc(-c2ccccn2)n1	1	1	6	-1	0	1	-4	-36
11	CCc1ccccc1NC(=O)CN(C)C(=O)c1cccc(S(=O)(=O)N2CCCCCC2)c1	-6	3	13	3	-45	-2	-3	-14
12	CCCCn1c2c(c(=N)c3c1CCC3)CCC2	10	10	-1	15	-5	8	-2	-3
13	O=C1CSC(c2ccc(F)cc2)N1c1nc2ccccc2s1 (stereo not drawn)	-1	15	-1	14	0	.	-1	-1
14	Cc1ccc(S(=O)(=O)CCC(=O)OC(C)C(=O)N2CCc3ccccc32)cc1 (stereo not drawn)	-11	-6	-4	14	-2	-4	3	4
15	Cc1cc([N+](=O)[O-])cc2c1-c1ncccc1C2=Nc1ccccc1	-5	-5	-23	-13	4	3	0	-26

# Full records from above. Screens in order: CXCR6 inh, CCR6 antag, UBC13 inh, APJ antag, ATG4B inh, Gli-Sufu antag, APJ ag, EBI2 block
# Cc1ccc(S(=O)(=O)CCC(=O)OC(C)C(=O)N2CCc3ccccc32)cc1 (stereo not drawn) in the list: -11, -6, -4, 14, -2, -4, 3, 4
# COc1ccc(CCN/C=C2/CC(=O)NC2=O)cc1OC in the list: 3, -5, 2, -10, -4, -4, 3, -5

# Next section
item	structure	CXCR6 inh	CCR6 antag	UBC13 inh	APJ antag	ATG4B inh	Gli-Sufu antag	APJ ag	EBI2 block
16	CCOc1ccc(/C(O)=C2/C(=O)C(=O)N(c3nc(C)c(C)s3)C2c2ccco2)cc1 (stereo not drawn)	6	2	-12	4	2	11	-3	10
17	CCC(=O)N1CCc2cc(Br)cc(S(=O)(=O)NCC3CCCO3)c21 (stereo not drawn)	-1	1	-7	5	-11	2	-2	6
18	COc1cc(CNCc2cccc3ccccc23)cc(OC)c1	-4	6	11	8	-2	10	-1	-6
19	CCOC(=O)N1CCC(N2C(=O)c3ccccc3C2Nc2ccc(S(=O)(=O)N3CCOCC3)cc2)CC1 (stereo not drawn)	4	-5	-8	5	0	11	-2	0
20	Nc1ccn(CC(=O)NCc2ccccn2)c(=O)n1	5	1	3	3	-4	-8	-3	-4
21	O=C(O)c1cccc(-n2cccc2/C=C2\SC(=O)N(Cc3ccccc3F)C2=O)c1	-8	30	-8	11	40*	9	-2	-7
22	COc1ccc(C(=O)NCCS(=O)(=O)N2CCC3(CC2)OCCO3)cc1	1	4	-3	-1	-2	-2	3	5
23	COc1ccc(N(C)S(=O)(=O)c2c(C)[nH]c(=O)[nH]c2=O)cc1	2	8	11	4	2	3	-4	-10
24	Cc1cc(Br)ccc1NC(=O)CSc1nnc(CN2CCOCC2)n1C	5	-6	2	0	-7	-6	-2	6
25	Cc1ccn2c(NC(=O)c3ccccc3)c(-c3ccccc3)nc2c1	-17	10	2	3	-2	-10	-3	9
26	CC1=CCC2C(=O)N(c3cc(C)on3)C(=O)C2C1 (stereo not drawn)	-14	-6	2	5	5	5	-2	7
27	Cc1nc2ccc(S(=O)(=O)NCC(=O)NCc3ccc4c(c3)OCO4)cc2s1	-25	9	1	19	-6	4	0	2
28	CC(=C/C(=O)O)/C=C/c1cccs1	-1	8	-3	-8	-3	1	2	2
29	S=C(NCC1CCCO1)N1CCN(c2ccc(Cl)c(Cl)c2)CC1 (stereo not drawn)	-11	6	5	-4	4	25	-2	12
30	COC(=O)C1=C(CS(=O)(=O)c2ccc(C)cc2)NC(=O)NC1c1ccc(OC)c(OC)c1 (stereo not drawn)	3	4	-5	-4	2	-2	-7	-4
31	O=C(CSc1cccc[n+]1[O-])NC(=O)c1ccc(OC(F)F)cc1	6	3	-9	-11	1	-7	-4	-6
32	N#Cc1c(NC(=O)CSc2nnc(-c3ccncc3)n2CC2CCCO2)sc2c1CCCC2 (stereo not drawn)	0	7	-2	-3	-9	18	-5	-2
33	Cc1ccc(NC(=O)c2cccnc2C(=O)Nc2ccc(C)cc2)cc1	1	6	-1	12	-9	-17	-5	-14
34	CCc1ccc(CN(C)C(=O)c2cc(COc3c(F)cccc3F)on2)cc1	-2	18	-14	-23	23	-3	-1	1
35	O=C(COC(=O)Cn1cnc2ccccc21)Nc1ccc(OC(F)F)cc1	-1	6	0	3	-6	-15	-2	-6
36	COC(=O)c1ccccc1NC(=O)COC(=O)c1cccnc1	12	10	2	9	-6	4	-1	5
37	CCCCCN(C(=O)NC(=O)Nc1nncs1)S(C)(=O)=O	7	8	-4	-11	-9	-2	0	-7
38	COCCNC(=O)C(c1ccc(O)cc1)N(Cc1ccco1)C(=O)CCC(=O)Nc1nccs1 (stereo not drawn)	-2	-1	-5	-2	1	7	-4	6
39	CCC(C)(C)n1nnnc1C(c1cc2cc(C)cc(C)c2[nH]c1=O)N1CCN(C(=O)c2ccco2)CC1 (stereo not drawn)	9	-10	5	-3	-4	2	1	4
40	c1ccc(-c2nn3c(C4CCCCC4)nnc3s2)nc1	-3	4	7	-10	-3	10	-6	5
41	CC(C)Sc1nc2c(c(=O)[nH]c(=O)n2C)n1Cc1ccc(Cl)cc1	-5	-2	4	-34	1	1	2	-2
42	O=C(NCCCN1CCCCCC1)C1CC(=O)N(C2CCCC2)C1 (stereo not drawn)	-2	6	6	-3	3	-13	-3	-6
43	Cc1ccc(-c2cc(C(=O)N/N=C/c3c(C)nn(C)c3C)c3ccccc3n2)cc1C	-4	-11	19	-5	-12	-79	3	-16
44	COc1ccccc1CN1C[C@@H]2C[C@@H](c3cccc(C)c3)N3CCC[C@@]23C1=O	2	16	-2	3	-10	11	-3	6
45	Cc1ncoc1C(=O)N1CCCC(C(=O)c2cccc(C(F)(F)F)c2)C1 (stereo not drawn)	0	8	-3	6	-6	4	-3	1
46	COc1ccc(CN(C)C(=O)Cc2ccc(S(=O)(=O)N3CCOCC3)s2)cc1OC	-7	0	9	24	-3	6	-3	-5
47	O=C(CN1C(=O)NC2(CCCC2)C1=O)N1CCN(S(=O)(=O)c2cc(Cl)ccc2Cl)CC1	8	-2	9	-3	2	-18	-3	3
48	CCOC(=O)c1csc(NC(=O)c2ccc(N3C(=O)CCC3=O)cc2)n1	-7	-2	14	14	4	0	-4	-1
49	CCOC(=O)CSc1nnc(CNC(=O)c2ccc(S(=O)(=O)N3CCOCC3)cc2)n1C	5	0	2	-9	-2	-4	-4	-6
50	O=C(COc1ccc(Cl)cc1Cl)N1CCNC1=O	-7	8	9	10	-2	-8	-4	-2
51	N#Cc1c(Nc2ccccc2)s[nH]c1=O	5	9	-3	-6	7	19	-3	2
52	Cc1ccccc1N(CC(=O)NCC1CCCO1)C(=O)C1(C)CC(=O)N=C2C=CC=CN21 (stereo not drawn)	47*	6	8	14	-5	-4	-5	-7
53	CCN(CC(=O)Nc1c(F)cccc1F)C(=O)c1ccc(S(=O)(=O)N(CC)c2ccccc2)cc1	4	9	.	.	-2	0	.	-3
54	C/C(=N\NC(=O)c1nnn(-c2nonc2N)c1-c1ccc2c(c1)OCO2)c1ccc(C)cc1	-2	15	2	24	-9	-7	1	0
55	Cc1ccc(S(=O)(=O)N/N=C/c2cccs2)cc1	-4	13	-7	-12	-9	-1	-2	-10
56	O=C(CSc1nnnn1-c1ccccc1)c1cc2ccccc2oc1=O	-2	7	-11	-3	-1	14	0	15
57	Cc1[nH]c(SCC(=O)Nc2cc(S(C)(=O)=O)ccc2Cl)nc1Cc1ccccc1	-2	-4	-2	6	-4	7	1	0
58	CN([C@@H](C(=O)OC(C)(C)C)c1ccccc1)S(=O)(=O)c1cccc(S(=O)(=O)N(C)[C@@H](C(=O)OC(C)(C)C)c2ccccc2)c1	-14	8	-24	7	1	45	0	1
59	CCn1cc(C2Nc3ccccc3C(=O)N2O)c(C)n1 (stereo not drawn)	-8	-2	5	2	-2	-10	-3	-5
60	CCOP(=O)(c1ccc(N(C)C)cc1)C(O)c1ccccc1OC (stereo not drawn)	0	-9	4	12	-4	1	-3	-18
61	Oc1nc(Nc2cccc(Cl)c2)sc1/C=C1\C=Nc2ccccc21	11	16	0	-12	73*	-1	-2	11
62	COc1cc(OC)c2c(OC)cccc2n1	3	10	-6	4	10	-5	-2	-15
63	CC(=O)Nc1ccc(S(=O)(=O)NCC2CCC(C(=O)NCCC(C)C)CC2)cc1 (stereo not drawn)	-1	-11	5	-22	-12	-101	-1	-5
64	CSc1nncc(-c2ccc(F)c(F)c2)n1	3	-1	-7	2	1	8	1	1
65	Cc1ccc(CN2C(=O)CCSc3ccc(Cl)cc32)cc1	1	7	-4	12	4	1	1	-3
66	Cc1cccc(NC(=O)c2ccccn2)c1C	1	4	0	0	-8	-53	-2	1
67	COc1ccc(Cl)cc1C(=O)NCCCSc1ccccc1	4	23	14	-13	3	-25	-3	12
68	CCn1c(C)c(C(C)=O)c(N2CCCCC2)nc1=S	-4	4	1	3	2	2	-1	3
69	O=C(NCCc1c[nH]c2ccccc12)C1CCN(S(=O)(=O)c2ccccc2F)CC1	6	9	2	-2	-12	-30	1	37
70	Cc1ccc(N(CN2C(=O)C3CC=CCC3C2=O)C(=O)c2ccco2)cc1Cl (stereo not drawn)	-2	15	6	16	-6	11	2	-4
71	CN(C)CCCN(C(=O)CCOc1ccccc1)c1nc2ccc(F)cc2s1	13	29	.	.	-6	11	.	22
72	c1ccc2c(C3=NNC(=NC4CC4)SC3)c[nH]c2c1	-5	-5	1	-20	26	8	-3	1
73	CCn1nc(C)c(CN2CCC(n3nccc3NC(=O)Cc3ccccc3)CC2)c1C	-4	12	8	9	16	5	-2	-6
74	O=C(NCc1cccnc1)c1cc(-c2ccc(Cl)cc2)oc1C(F)(F)F	2	4	12	14	-7	1	-1	8
75	O/N=C(/c1ccccc1)c1cc2cc(Br)cc(Br)c2o1	-1	4	7	7	1	3	-2	-22
76	COc1ccc(S(=O)(=O)N2CCN(C)CC2)cc1C(=O)N1CCCCC1	-3	4	-3	3	-5	-6	2	-4
77	Brc1ccc(-c2nnc3ccc(N4CCN(c5ccccc5)CC4)nn23)cc1	-4	-9	62*	11	1	-5	4	18
78	COc1ccc(/C=N/c2oc(-c3ccccc3)cc2C#N)cc1	-20	1	-6	5	1	-18	-9	-1
